Assay outcomes: PubChem, several laboratories
NR1D1 modulator = Rev-erb alpha (human) modulation; activity, % at 10 µM; AID 1259318; P20393; actives 0.79% (n = 370,000); Rev-erbα–FITC-DNA binding, fluorescence polarization, 90 min;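 active means activity above about 14%, limit read from the data; passing the limit was not always enough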;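 further: 0% = DMSO wells with 35 nM protein and 100% = DMSO wells with 750 nM protein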
ADAM17 inh = inhibitors of human ADAM17; P78536; recombinant ADAM17, EDANS/DABCYL FRET peptide cleavage; inhibition, % at 6.95 µM; actives 0.83% (n = 370,000); AID 720648;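 active means inhibition above the mean of compounds lying between control limits plus 3 SD, set per campaign, cut at about 8.5% in these data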;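 further: 0% = DMSO-only wells as the low control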
PLCg1 inh = inhibitors of human phospholipase C gamma1. purified PLC-gamma1, fluorogenic substrate, fluorescence. AID 720700. actives 0.84% (n = 370,000). P19174. inhibition, % at 12.2 µM; in the data active means inhibition above about 9.5%
hcDAF-12 act = activators of H. contortus DAF-12 nuclear receptor; HEK293 hcDAF-12 lit1-tk-luc reporter, luminescence; 0% DMSO, 100% Δ7-dafachronic acid; activation, % at 6.8 µM; actives 1.4% (n = 370,000); AID 652067;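 active means activation above the mean of all tested compounds plus 3 SD, cut at about 5.5% in these data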;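 further: 100% = response to 3 µM Δ7-dafachronic acid high control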
SMARCA2 activ = SMARCA2 function activation, primary screen; activation, % at 9.1 µM; actives 1% (n = 370,000); MG213 cells, MMTV-luciferase reporter, dexamethasone, overnight; AID 652017; in the data active means activation above about 7.8%;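 further: 0% = vehicle wells and 100% = reference activator wells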
hgDAF12 agonist = hgDAF-12 agonism, primary luciferase screen; activation, % at 6.8 µM; AID 687014; HEK293 GAL4-hgDAF12 UAS-luciferase reporter, agonist luminescence; normalized to butyrate control; actives 1.8% (n = 370,000);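 active means activation above a cutoff set at the mean of all screened compounds plus 3 SD, cut at about 10% in these data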;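 further: 0% = DMSO wells and 100% = sodium butyrate wells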
DAX1 inh-1 = NR0B1 (DAX1) inhibition. P51843. HEK293 Gal4-DAX1 luciferase reporter, luminescence. inhibition, % at 6.75 µM. actives 0.99% (n = 340,000). AID 504766;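 active means inhibition above the mean over all tested compounds plus 3 SD, cut at about 4.2% in these data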;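 further: 0% = DAX1-transfected cells with DMSO and 100% = empty-vector control cells with DMSO; inhibition shows as a rise in luminescence from relieved DAX1 repression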
DAX1 inh-2 = DAX1 (NR0B1) inhibition, primary screen | inhibition, % at 6.8 µM | AID 652010 | actives 1.1% (n = 370,000) | HEK293T StAR-luciferase reporter, SF-1/DAX-1 repression relief;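 active means inhibition above the mean over all tested compounds plus 3 SD, cut at about 3.6% in these data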;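 further: 0% = DAX-1 cells with DMSO and 100% = cells lacking DAX-1 with DMSO; higher inhibition means more luminescence from relief of DAX-1 repression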
MBD2 inh = blocks human MBD2 binding to methylated DNA | TR-FRET, MBD2 binding to methylated oligonucleotide | inhibition, % at 4.4 µM | actives 0.31% (n = 370,000) | AID 686964; in the data active means inhibition above about 13%
ssDAF12 agonist = activates DAF-12 receptor from parasite S. stercoralis. HEK293 ssDAF-12/GRIP1 lit1-tk-luc reporter, luminescence; % of 3 µM dafachronic acid response. activation, % at 6.8 µM. actives 1% (n = 370,000). AID 652126;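 active means activation above the mean over all tested compounds plus 3 SD, cut at about 0.9% in these data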;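 further: 0% = DMSO-only wells and 100% = 3 µM delta7-dafachronic acid wells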
PLCb3 inh = inhibitors of human phospholipase C beta3; Purified PLC-beta3, fluorogenic substrate, fluorescence; actives 0.18% (n = 370,000); inhibition, % at 12.2 µM; Q01970; in the data active means inhibition above about 11%;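 further: 0% = median of compound wells on plate and 100% = full blocker control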
Target sequence (Q01970 whole entry, looked up): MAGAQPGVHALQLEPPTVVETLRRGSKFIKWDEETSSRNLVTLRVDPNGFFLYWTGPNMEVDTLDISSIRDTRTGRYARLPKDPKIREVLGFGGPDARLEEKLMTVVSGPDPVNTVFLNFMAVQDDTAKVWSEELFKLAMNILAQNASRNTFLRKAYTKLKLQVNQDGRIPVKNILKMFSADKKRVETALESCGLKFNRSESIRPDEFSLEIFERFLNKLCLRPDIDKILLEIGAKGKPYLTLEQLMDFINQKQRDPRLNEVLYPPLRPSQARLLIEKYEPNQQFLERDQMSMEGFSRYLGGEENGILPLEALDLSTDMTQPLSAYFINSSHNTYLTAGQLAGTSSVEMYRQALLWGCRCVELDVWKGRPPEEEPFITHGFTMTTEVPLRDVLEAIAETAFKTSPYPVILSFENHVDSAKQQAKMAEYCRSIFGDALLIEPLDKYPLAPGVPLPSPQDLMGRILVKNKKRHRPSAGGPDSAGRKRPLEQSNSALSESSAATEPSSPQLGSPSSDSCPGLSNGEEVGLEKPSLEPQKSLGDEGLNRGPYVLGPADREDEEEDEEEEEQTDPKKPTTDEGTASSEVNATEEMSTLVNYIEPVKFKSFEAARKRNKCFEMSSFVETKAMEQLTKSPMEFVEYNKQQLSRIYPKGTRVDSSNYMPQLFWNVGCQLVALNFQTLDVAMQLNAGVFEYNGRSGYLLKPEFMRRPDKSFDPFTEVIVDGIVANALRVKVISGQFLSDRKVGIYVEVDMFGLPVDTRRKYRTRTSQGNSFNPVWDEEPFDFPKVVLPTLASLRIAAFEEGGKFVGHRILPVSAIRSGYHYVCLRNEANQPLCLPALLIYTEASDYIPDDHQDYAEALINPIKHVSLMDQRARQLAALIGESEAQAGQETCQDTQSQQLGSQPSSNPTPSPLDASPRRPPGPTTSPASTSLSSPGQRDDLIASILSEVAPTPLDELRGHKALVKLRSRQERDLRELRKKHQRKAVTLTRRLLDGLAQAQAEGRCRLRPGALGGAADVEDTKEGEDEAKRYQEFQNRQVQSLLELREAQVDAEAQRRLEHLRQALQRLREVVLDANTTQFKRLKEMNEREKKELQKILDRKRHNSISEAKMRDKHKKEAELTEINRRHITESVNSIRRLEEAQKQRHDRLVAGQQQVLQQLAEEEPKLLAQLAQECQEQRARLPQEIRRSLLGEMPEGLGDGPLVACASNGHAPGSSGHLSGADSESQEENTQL
An asterisk follows results filed as active.

How did O=C(NCC1CCCO1)C1CCCN(S(=O)(=O)c2ccc(Br)cc2)C1 (stereo not drawn) do in these assays?
NR1D1 modulator: -1; ADAM17 inh: -2; PLCg1 inh: 3; hcDAF-12 act: -0.8; SMARCA2 activ: 1; hgDAF12 agonist: -1.1; DAX1 inh-1: 0.8; DAX1 inh-2: 0.1; MBD2 inh: 7; ssDAF12 agonist: -1.0; PLCb3 inh: -3

How did COc1cc(S(=O)(=O)N2CCOCC2)ccc1NC(=O)COC(=O)c1ccc(Cl)nc1 do in these assays?
NR1D1 modulator: -11; ADAM17 inh: -1; PLCg1 inh: -4; hcDAF-12 act: 0.2; SMARCA2 activ: 0; hgDAF12 agonist: 3.2; DAX1 inh-1: 0.5; DAX1 inh-2: 1.3; MBD2 inh: 0; ssDAF12 agonist: 0.6; PLCb3 inh: -7

How did COC(=O)c1ccc(NC(=O)CN2CCN(CCO)CC2)cc1 do in these assays?
NR1D1 modulator: 3; ADAM17 inh: -2; PLCg1 inh: 0; hcDAF-12 act: -1.6; SMARCA2 activ: 4; hgDAF12 agonist: -0.8; DAX1 inh-1: 0.6; DAX1 inh-2: -0.2; MBD2 inh: -6; ssDAF12 agonist: -1.2; PLCb3 inh: -5

What do the screens show for `NC(=O)c1cc[n+](Cc2ccc([N+](=O)[O-])cc2)cc1`?
NR1D1 modulator: 1; ADAM17 inh: -2; PLCg1 inh: 1; hcDAF-12 act: -1.8; SMARCA2 activ: -5; hgDAF12 agonist: -1.1; DAX1 inh-1: 3.2; DAX1 inh-2: -0.1; MBD2 inh: 1; ssDAF12 agonist: -0.4; PLCb3 inh: -7

How did O=S1(=O)c2ccc(N3CCC[C@H]3CO)cc2O[C@@H]2CCN1C2 do in these assays?
NR1D1 modulator: -1; ADAM17 inh: -4; PLCg1 inh: -3; hcDAF-12 act: -0.3; SMARCA2 activ: -2; hgDAF12 agonist: -0.8; DAX1 inh-2: -1.0; MBD2 inh: 3; ssDAF12 agonist: -0.3; PLCb3 inh: -1

Results for C/C(=N\NC(=O)c1ccccn1)c1ccc(C(=O)O)s1 ?
NR1D1 modulator: -2; ADAM17 inh: 1; PLCg1 inh: -1; hcDAF-12 act: 4.5; SMARCA2 activ: 6; hgDAF12 agonist: 22*; DAX1 inh-2: 5.2*; MBD2 inh: -6; ssDAF12 agonist: 0.7; PLCb3 inh: -2

What do the screens show for `Cn1c(=O)n(C)c2cc(C(N)=O)ccc21`?
NR1D1 modulator: -8; ADAM17 inh: -2; PLCg1 inh: -1; hcDAF-12 act: 1.2; SMARCA2 activ: -2; hgDAF12 agonist: 1.1; DAX1 inh-1: 0.1; DAX1 inh-2: 0.1; MBD2 inh: -5; ssDAF12 agonist: -1.5; PLCb3 inh: 2

What do the screens show for `O=S(=O)(Nc1ccc(O)c(Sc2nc3ccccc3s2)c1)c1ccc(F)cc1`?
NR1D1 modulator: 1; ADAM17 inh: 10*; PLCg1 inh: 1; hcDAF-12 act: 2.7; SMARCA2 activ: -1; hgDAF12 agonist: 3.8; DAX1 inh-1: -1.5; DAX1 inh-2: 1.1; MBD2 inh: -2; ssDAF12 agonist: -1.2; PLCb3 inh: 2

Results for CC(C)N1C(=O)CCC1C(=O)NCCc1ccccc1 (stereo not drawn) ?
NR1D1 modulator: 4; ADAM17 inh: -5; PLCg1 inh: -2; hcDAF-12 act: 0.0; SMARCA2 activ: -1; hgDAF12 agonist: 0.8; DAX1 inh-1: 0.8; DAX1 inh-2: 0.1; MBD2 inh: 3; ssDAF12 agonist: -1.8; PLCb3 inh: -2

What do the screens show for `CC(=O)Oc1ccc2c(C)cc(=O)oc2c1C(=O)c1ccccc1`?
NR1D1 modulator: -6; ADAM17 inh: -14; PLCg1 inh: -17; hcDAF-12 act: -1.7; SMARCA2 activ: 0; hgDAF12 agonist: 5.2; DAX1 inh-1: -1.6; DAX1 inh-2: -0.4; MBD2 inh: -1; ssDAF12 agonist: -1.3; PLCb3 inh: -17

How did Cc1ccc(CNn2cnnc2SCC(=O)NC(C)(C)C)cc1 do in these assays?
NR1D1 modulator: 3; ADAM17 inh: -2; PLCg1 inh: 3; hcDAF-12 act: 0.3; SMARCA2 activ: 4; hgDAF12 agonist: -1.0; DAX1 inh-1: -0.6; DAX1 inh-2: 0.7; MBD2 inh: -5; ssDAF12 agonist: -0.9; PLCb3 inh: 3

Results for CC1(Cc2ccccc2OC(F)(F)F)C(=O)Nc2cc(-c3ccccc3Cl)ccc21 (stereo not drawn) ?
NR1D1 modulator: 6; ADAM17 inh: -3; PLCg1 inh: -1; hcDAF-12 act: 0.6; SMARCA2 activ: -2; hgDAF12 agonist: -1.4; DAX1 inh-2: 0.0; MBD2 inh: -2; ssDAF12 agonist: -1.0; PLCb3 inh: 0

Results for O=C(O/N=C1\CCS(=O)(=O)c2sccc21)c1ccc(F)cc1 ?
NR1D1 modulator: -2; ADAM17 inh: -2; PLCg1 inh: -3; hcDAF-12 act: -0.4; SMARCA2 activ: -2; hgDAF12 agonist: 2.6; DAX1 inh-1: 0.2; DAX1 inh-2: 0.0; MBD2 inh: 4; ssDAF12 agonist: -0.1; PLCb3 inh: -1

What do the screens show for `O=C(O)C1C2CCC(O2)C1C(=O)Nc1ccc(F)cc1` (stereo not drawn)?
NR1D1 modulator: -8; ADAM17 inh: -1; PLCg1 inh: 0; hcDAF-12 act: 0.8; SMARCA2 activ: -2; hgDAF12 agonist: 0.0; DAX1 inh-1: -0.7; DAX1 inh-2: 0.3; MBD2 inh: 1; ssDAF12 agonist: -1.2; PLCb3 inh: 2

How did CNCCC=C1c2ccccc2C=Cc2ccccc21 do in these assays?
NR1D1 modulator: -7; ADAM17 inh: -3; PLCg1 inh: 0; hcDAF-12 act: -1.7; SMARCA2 activ: 1; hgDAF12 agonist: -1.6; DAX1 inh-1: 0.9; DAX1 inh-2: -0.1; MBD2 inh: -2; ssDAF12 agonist: -1.0; PLCb3 inh: 2

Results for CCc1nnc(NC(=O)c2ccc(Br)o2)s1 ?
NR1D1 modulator: -4; ADAM17 inh: 1; PLCg1 inh: 5; hcDAF-12 act: 0.4; SMARCA2 activ: -2; hgDAF12 agonist: 4.4; DAX1 inh-1: 2.5; DAX1 inh-2: 1.1; MBD2 inh: 2; ssDAF12 agonist: -1.4; PLCb3 inh: -1

What do the screens show for `CCCOC(=O)c1c(NC(=O)CCC(=O)O)sc2c1CCCCC2`?
NR1D1 modulator: 0; ADAM17 inh: -5; PLCg1 inh: 3; hcDAF-12 act: -0.6; SMARCA2 activ: -5; hgDAF12 agonist: 0.2; DAX1 inh-1: 1.5; DAX1 inh-2: -0.1; MBD2 inh: -5; ssDAF12 agonist: -1.0; PLCb3 inh: -1

How did CCCC1NC(C(=O)O)Cc2c1[nH]c1ccccc21 (stereo not drawn) do in these assays?
NR1D1 modulator: -3; ADAM17 inh: -117; PLCg1 inh: -217; hcDAF-12 act: 0.5; SMARCA2 activ: -1; hgDAF12 agonist: -0.1; DAX1 inh-1: 0.6; DAX1 inh-2: -0.3; MBD2 inh: -2; ssDAF12 agonist: -1.2; PLCb3 inh: -235

What do the screens show for `CCOC(=O)[C@]12CCCC=C1N(CCC1=CCCCC1)C(=O)[C@H](CC(=O)NCc1ccccc1)C2`?
NR1D1 modulator: 3; ADAM17 inh: 2; PLCg1 inh: 0; hcDAF-12 act: -1.0; SMARCA2 activ: -3; hgDAF12 agonist: 0.3; DAX1 inh-2: 2.8; MBD2 inh: 0; ssDAF12 agonist: -1.4; PLCb3 inh: 1

What do the screens show for `Cn1c(=O)cc(OCC(=O)NCCc2ccc(Cl)cc2)c2ccccc21`?
NR1D1 modulator: -1; ADAM17 inh: -3; PLCg1 inh: 0; hcDAF-12 act: -0.9; SMARCA2 activ: 0; hgDAF12 agonist: -2.9; DAX1 inh-1: 3.1; DAX1 inh-2: 0.1; MBD2 inh: -1; ssDAF12 agonist: -1.7; PLCb3 inh: 0

What do the screens show for `CSc1nc2ccc(NC(=O)C3CCCO3)cc2s1` (stereo not drawn)?
NR1D1 modulator: -4; ADAM17 inh: -7; PLCg1 inh: -1; hcDAF-12 act: 3.7; SMARCA2 activ: 2; hgDAF12 agonist: 8.7; DAX1 inh-1: 0.8; DAX1 inh-2: 2.2; MBD2 inh: 4; ssDAF12 agonist: -0.2; PLCb3 inh: -3

Results for CCOc1ccc(NC(=O)CCC(=O)NNC(=O)COc2ccccc2C)cc1 ?
NR1D1 modulator: 2; ADAM17 inh: -4; PLCg1 inh: 0; hcDAF-12 act: 0.3; SMARCA2 activ: -2; hgDAF12 agonist: 2.9; DAX1 inh-2: 0.9; MBD2 inh: 1; ssDAF12 agonist: -1.4; PLCb3 inh: -1

What do the screens show for `COc1cc(NC(=O)CCN2CCN(c3ccccc3F)CC2)cc(OC)c1`?
NR1D1 modulator: 0; ADAM17 inh: 4; PLCg1 inh: 9; hcDAF-12 act: -0.2; SMARCA2 activ: -3; hgDAF12 agonist: -0.9; DAX1 inh-1: -1.0; DAX1 inh-2: 0.5; MBD2 inh: 2; ssDAF12 agonist: -1.4; PLCb3 inh: 7

How did O=C(/C=C/c1ccc(Cl)cc1)NCCc1ccccc1 do in these assays?
NR1D1 modulator: 2; ADAM17 inh: 1; PLCg1 inh: 3; hcDAF-12 act: 0.2; SMARCA2 activ: 5; hgDAF12 agonist: 3.2; DAX1 inh-1: -0.1; DAX1 inh-2: 0.0; MBD2 inh: 2; ssDAF12 agonist: -0.8; PLCb3 inh: 3

What do the screens show for `CNC(=O)CN(c1cc(OCCOC)c(Cl)cc1Cl)S(=O)(=O)c1ccc(OC)cc1`?
NR1D1 modulator: -1; ADAM17 inh: -3; PLCg1 inh: -2; hcDAF-12 act: 0.8; SMARCA2 activ: -2; hgDAF12 agonist: 1.2; DAX1 inh-1: 0.6; DAX1 inh-2: 0.1; MBD2 inh: 1; ssDAF12 agonist: -0.8; PLCb3 inh: -4

What do the screens show for `CCOC(=O)NC(=O)C(=CNc1cccc(C)c1)C(=O)NC(=O)OCC`?
NR1D1 modulator: -2; ADAM17 inh: -4; PLCg1 inh: 0; hcDAF-12 act: -0.5; SMARCA2 activ: -1; hgDAF12 agonist: -1.7; DAX1 inh-1: -2.1; DAX1 inh-2: 0.2; MBD2 inh: -3; ssDAF12 agonist: -1.9; PLCb3 inh: -1

Results for O=C(CCN1C(=O)COc2ccccc21)NCCCN1CCc2ccccc2C1 ?
NR1D1 modulator: 4; ADAM17 inh: -3; PLCg1 inh: 0; hcDAF-12 act: 1.1; SMARCA2 activ: -1; hgDAF12 agonist: -1.3; DAX1 inh-1: 0.8; DAX1 inh-2: -0.4; MBD2 inh: 4; ssDAF12 agonist: -1.0; PLCb3 inh: 6

Results for O=C(NCc1ccco1)c1ccc(CS(=O)c2ccccc2Cl)o1 (stereo not drawn) ?
NR1D1 modulator: -1; ADAM17 inh: 2; PLCg1 inh: 3; hcDAF-12 act: -0.7; SMARCA2 activ: 0; hgDAF12 agonist: 0.0; DAX1 inh-1: 0.3; DAX1 inh-2: -0.2; MBD2 inh: -1; ssDAF12 agonist: -1.7; PLCb3 inh: 4

Rows were taken by chance, and some 7.4% of all compounds hit somewhere here.
